# Screening data deposited in PubChem by several laboratories.
# HIV RNase H inh: HIV-1 RT RNase H inhibitors, primary screen, biochemical, fluorescence; inhibition, % at 10 µM; 65,000 compounds, 1.9% hits; AID 565, 2006; Gag-Pol polyprotein (Human immunodeficiency virus type 1 group M subtype B (isolate …; RT-RNase H RNA/DNA duplex cleavage; in the data active = inhibition above about 50%
# RmlC RmlD mix: RmlC and RmlD coupled enzyme inhibitors, primary screen, biochemical, 384-well, compound mixtures, retest; AID 1532, 2009; 110,000 compounds, 0.39% hits; RmlC/RmlD coupled enzyme inhibition, 384-well mixture HTS; inhibition, % at 5.5 µM; in the data active = inhibition above about 30%, passing the limit was not always enough; inconclusive = no clear call, values can overlap the other calls; also: strong numbers were not always called active
# An asterisk follows results filed as active; ? = inconclusive; . = not tested or not shown.
SMILES,HIV RNase H inh,RmlC RmlD mix
C/C(=N\O)C(C)/[N+]([O-])=C/c1nc(C)c(C)n1O (stereo unspecified),1,-10
CCC(=O)Nc1ccccc1C(=O)OCC(=O)c1ccccc1,.,-31
CCC(=O)N(Cc1cc2c(C)ccc(C)c2[nH]c1=O)C1CCCCC1,5,-7
COC(=O)C1=C(c2ccc(S(C)(=O)=O)cc2)C[C@@H]2CC[C@H]1N2C(=O)NC(C)C,.,-7
COC(=O)C[C@H]1c2ccccc2S(=O)(=O)N1C(C)C,.,-8
O.O.O.O=S(=O)([O-])OC[C@H]1O[C@@H](O[C@]2(COS(=O)(=O)[O-])O[C@H](OS(=O)(=O)[O-])[C@@H](OS(=O)(=O)[O-])[C@@H]2OS(=O)(=O)[O-])[C@H](OS(=O)(=O)[O-])[C@@H](OS(=O)(=O)[O-])[C@@H]1OS(=O)(=O)[O-].[Al],5,-13
O=C1CN(C(=O)C2CC2)c2ccccc2N1,.,-13
Cc1ccc(C)c(-n2c(Cc3cc(=O)[nH]c(=O)[nH]3)nnc2SC(C)C)c1,-7,7
O=c1[nH]c2cc(Cl)ccc2n1-c1ccccc1,-5,7
O=C(c1ccc(F)cc1)C1CCN(CCn2c(=S)[nH]c3ccccc3c2=O)CC1,.,-9
CCOC(=O)c1c(-c2ccccc2)n(C)c2ccc(O)cc12,.,-5
CCOc1ccccc1-c1nc2c(s1)CCc1onc(-c3ccc(OC)cc3)c1-2,.,-12
Cc1ccc(-n2nnc3c(=O)n(Cc4cccc(C)c4)cnc32)cc1,-3,-7
Cn1c(SCC(=O)NC(C)(C)C)nnc1-c1ccc(C(C)(C)C)cc1,1,-4
CCN1CCN(c2nc(-c3cccnc3)nc3ccccc23)CC1,-1,-3
Brc1ccc(OCCCN2CCOCC2)cc1,.,8
CCC(=O)N1CCCc2cc(S(=O)(=O)N3CCC(N4CCCCC4)CC3)ccc21,-6,-8
CCC(C)(C)NC(=O)C(c1cccn1C)N(Cc1ccccc1)C(=O)Cn1nnc2ccccc21 (stereo unspecified),45,-10
O=S1(=O)N=C(SCCO)c2ccccc21,0,-29
COc1ccccc1C1C(C(C)=O)=C(O)C(=O)N1CCc1ccccc1 (stereo unspecified),-4,4

# The final 3 records of the section above are carried over, then new ones follow.
SMILES,HIV RNase H inh,RmlC RmlD mix
CCC(C)(C)NC(=O)C(c1cccn1C)N(Cc1ccccc1)C(=O)Cn1nnc2ccccc21 (stereo unspecified),45,-10
O=S1(=O)N=C(SCCO)c2ccccc21,0,-29
COc1ccccc1C1C(C(C)=O)=C(O)C(=O)N1CCc1ccccc1 (stereo unspecified),-4,4
OCCNc1ccc(Cl)cc1,-4,-6
Cc1ccc(OCC(=O)Nc2ccc(Cl)cc2)c(-n2nc3ccccc3n2)c1,.,-30
CC(=O)C(=[N+]=[N-])C(=O)NCc1ccccc1,1,6
O=C(CCC(=O)N1CCc2ccccc21)N1CCc2ccccc21,-9,.
Cc1csc(NC(=O)CCN2C(=O)c3ccccc3S2(=O)=O)n1,-10,4
CC(=O)Nc1sc(C)c(C)c1CN1CCN(S(=O)(=O)c2ccccc2)CC1,1,-12
COC(=O)c1oc2ccc(Br)cc2c1NC(=O)CCN1CCOCC1,-4,7
Cc1cc(C)nc(SCc2nnc(SCC(=O)N3CCCc4ccccc43)o2)n1,-16,-13
Cn1c(=O)oc2cc(S(=O)(=O)NC3CCCc4ccccc43)ccc21 (stereo unspecified),-12,0
CCOc1ccc(CCNC(=O)C2CCCN(c3nnc(-n4cccc4)s3)C2)cc1OCC (stereo unspecified),-5,.
CCOc1ccc(-n2c(O)c(C=NCCN3CCNCC3)c(=O)[nH]c2=O)cc1,-1,-6
CCC1CCCCN1P(=O)(c1ccc(C)o1)C(C)(C)C (stereo unspecified),-2,-12
CN(Cc1ccccc1)c1nnc(N)s1,37,.
Cc1ccccc1-c1nc(CN2CCC(C(=O)NCC3CCCO3)CC2)c(C)o1 (stereo unspecified),6,-9
Fc1ccc2[nH]c3c(N4CCN(C5CCCCC5)CC4)ncnc3c2c1,11,.
COc1ccc(-c2nnc(-c3cccnc3)o2)cc1OC,-28,-10
CC1(C)CC(=O)C2=C(C1)N=C1SCCC(=O)N1C2c1ccc(C(F)(F)F)cc1 (stereo unspecified),.,-11
O=C(CN(C1CCCCC1)S(=O)(=O)c1ccc(F)cc1)NCCCO,6,1
O=C(c1coc2ccc(O)cc12)C1CC1,-4,-9
Cc1ccc(-c2noc(=O)n2CC(=O)Nc2ccc(S(=O)(=O)NC3CC3)cc2)cc1,.,-12
Cc1ccc(NC(=O)c2c(C(F)(F)F)nn(C)c2Cl)cc1C,.,11
O=C(NCN1CCc2ccccc2C1)c1cnccn1,-3,17
CCOc1ccc(C2NC(=O)NC(C)=C2C(=O)OC)cc1C (stereo unspecified),.,-6
O=C(c1cc(-c2ccc(O)cc2)on1)N1CCCc2ccccc21,-29,.
CC1(C)c2[nH]c3ccccc3c2C[C@@H]2C(=O)N(Cc3ccco3)C(=O)N21,.,-8
CCCc1nc(-c2cc3ccc(C)cc3[nH]c2=O)no1,-6,-5
Cc1cccc(N2C(=O)CC(Sc3nc(C)c4c(n3)CCCC4)C2=O)c1 (stereo unspecified),2,5
CC1=C(C#N)C(Nc2ccc(Cl)cn2)(C(F)(F)F)C(=O)N1 (stereo unspecified),.,-4
Cc1cc(-c2ccccc2)nc(N2CCC(C(=O)NCc3ccccc3Cl)CC2)n1,.,11
COc1ccc(CCNC(=O)CCC2COc3ccccc3O2)cc1OC (stereo unspecified),.,3
COCCNc1nc(SCc2ccccc2)nc2sc3c(c12)CCC3,.,6
Cc1cccc2c1OCC/C2=N\NC(=O)COc1ccccc1Cl,.,-13
COc1ccccc1OC(=O)CN1C(=O)c2ccccc2C1=O,.,22
CC(C)(C)C(=O)CSc1nnc(-c2cccs2)n1CC1CCCO1 (stereo unspecified),.,4
CCC(C)C(=O)Nc1cc(C(=O)OC)cc(C(=O)OC)c1 (stereo unspecified),-4,-7
COc1ccc(NC(=O)COn2nnc3ccc(Cl)cc32)cc1OC,-61,19
CC(O)CNc1nc2c(c(=O)n(C)c(=O)n2C)n1Cc1cccc(C(F)(F)F)c1 (stereo unspecified),14,-38
COC(=O)[C@@H]1C[C@@]2(O)[C@@H](O)[C@@H](O)[C@@H](O)C[C@H]2N1Cc1ccc(C)s1,.,-3
CCOC(=O)N1CCN(C(=O)C2CCN(S(=O)(=O)c3ccccc3)CC2)CC1,.,-4
Cc1ccc(C(=O)CSc2nnc(-c3cccs3)n2C)o1,-2,9
COc1ccc(NC(=O)CN(c2ccccc2)S(=O)(=O)N(C)C)cc1OC,6,25
CCOC(=O)C(C)Sc1nc(-c2ccco2)cc(C(F)(F)F)c1C#N (stereo unspecified),8,-17
CCN(CC)CCN1C(=O)C(=O)/C(=C(/O)c2cnn(-c3ccccc3)c2C)C1c1cccs1 (stereo unspecified),.,?
Clc1ccc(CSc2cc3c(nn2)-c2ccccc2CC3)cc1Cl,.,-10
Cc1c(NC2=NC3(CCCCC3)Cc3ccccc32)c(=O)n(-c2ccccc2)n1C,2,9
CC1CCN(S(=O)(=O)c2ccc3c(c2)oc(=O)n3CC(=O)NCc2ccc3c(c2)OCO3)CC1,-9,-11
COc1ccc(-c2nc(C)c(C(C)=O)n2O)cc1,.,6
CCOC(=O)N1CCN(C(=O)c2ccc3c(=O)n4c(nc3c2)CCCCC4)CC1,-5,32
COC(=O)c1cc(NC(=O)Nc2cc(OC)ccc2OC)cc(C(=O)OC)c1,.,-16
CN(C(=O)c1ccc(Cl)c(S(=O)(=O)N2CCOCC2)c1)c1ccccc1C(=O)O,5,-6
CCOC(=O)Nc1cc(C(=O)OC)ccc1C,.,-13
CC(=O)N1CCN(c2ccc(NCc3ccccc3)cc2)CC1,-8,11
CCOC(=O)N1CCN(C(=O)CSCC(=O)Nc2nc(-c3ccc4c(c3)OCO4)cs2)CC1,-12,-15
CS(=O)(=O)N(CC(=O)NCCc1ccccc1)C1CCCCC1,.,4
C=CCn1c(SC(C)C(=O)NCc2ccc3c(c2)OCO3)nnc1C1CCCCC1 (stereo unspecified),2,-2
CCOC(=O)Cn1c(N2CCOCC2)nc2c1c(=O)[nH]c(=O)n2C,-1,9
O=C1c2ccccc2-c2ccc(C(=O)N3CCOCC3)cc21,-4,-9
Cc1ccc(-n2cc(C(C)(C)C)[nH]c2=S)cc1,3,-1
CCC(C)(C)n1nnnc1C(c1cccs1)N1CCN(Cc2ccccc2)CC1 (stereo unspecified),-1,-12
Cc1cc(S(=O)(=O)N2CCN(c3ccccc3C)CC2)ccc1F,7,1

# Other records
SMILES,HIV RNase H inh,RmlC RmlD mix
Cc1ccc(S(=O)(=O)N2CCOCC2)cc1C(=O)Nc1ccc(-c2cn3ccsc3n2)cc1,-12,9
O=C(Oc1ccc(F)cc1C(=O)/C=C/c1cccs1)c1cccc([N+](=O)[O-])c1,.,-1
O=C1N(Cc2ccccc2)CCCC12CCCN(Cc1ccccc1)C2=O,-8,.
Cc1ccc(C(=O)OCC(=O)NC(=O)c2cccn2C)cc1,.,-2
CC(=O)c1cccc(NC(=O)c2ccc(N(Cc3ccccc3C)S(C)(=O)=O)cc2)c1,.,-12
CCn1c(SCC(=O)N2CCOCC2)nnc1-c1cccs1,-3,?
Cc1cc(C)n(-c2nc(NC(C)C)nc(NC(C)C)n2)n1,-11,6
Fc1ccc(-c2nnc(SCc3ncc(-c4ccccc4)o3)n2CC2CCCO2)cc1 (stereo unspecified),-17,-7
Cc1ccc(C(=O)OCC(=O)Nc2sc3c(c2C#N)CCCC3)cc1NC(=O)c1ccco1,.,21
CCOC(=O)c1c(NC(=O)c2nc3n(n2)C(C(F)F)CC(C)N3)sc2c1CCCC2 (stereo unspecified),3,-44
Nc1nnc(-c2ccccc2)c(-c2ccccc2)n1,-14,14
Cc1nnc(-c2ccccc2)nc1N1CCOCC1,.,-6
O=C(CSc1nc2ccccc2n1-c1ccccc1)NCC1CCCO1 (stereo unspecified),-30,3
Cc1cc(-c2ccccc2)n2ncc(C#N)c2n1,-18,3
CCOC(=O)c1ccc(NC(=O)Nc2ccc(S(N)(=O)=O)cc2)cc1,-6,5
CCOc1ccc(C2CC(=O)NC(SC)=C2C#N)cc1 (stereo unspecified),-8,-11
O=S(=O)(Cc1cccc(F)c1)c1c[nH]c2ccccc12,-17,-1
COc1ccc(-c2c(=O)n(OCc3ccccn3)c3ccccc3[n+]2[O-])cc1OC,56*,7
CCOC(=O)c1c(C)c(C(=O)NC(C)COC)c(C)n1C (stereo unspecified),-10,-13
Cc1nc2ncnn2c(C)c1CCC(=O)Nc1csc(N)n1,-13,-9
O=S(=O)(c1ccc(-c2csc(-c3cccnc3)n2)cc1)N1CCCCC1,-2,-10
Cc1ccc2oc(=O)c3cnn(CC(=O)NCCN4CCOCC4)c3c2c1,-9,-11
CCn1c(N2CCN(C(=S)NC)CC2)nc2ccccc21,.,-13
COc1nc(N2CCCCCC2)nc(N2CCCCCC2)n1,-2,24
CCCCOC(=O)Nc1nnc(CCOCC)s1,-5,-8
COc1nn(C(C)C(=O)N2N=C(C(F)F)CC2(O)C(F)F)cc1[N+](=O)[O-] (stereo unspecified),.,-2
O=C(c1cccnc1)N1CCN(Cc2cccc(Br)c2)CC1,.,12
COc1ccc(-n2nc3c(c2NC(=O)c2c(-c4ccccc4Cl)noc2C)CS(=O)(=O)C3)cc1,-2,.
O=C(Oc1cccc(NC(=O)c2ccco2)c1)c1ccc(Br)c(S(=O)(=O)N2CCCCC2)c1,.,0
Cc1ccc(-c2csc(C3C(N)=NC(S)=C(C#N)C34CCCCC4)n2)cc1 (stereo unspecified),.,4
CCSc1nc(C)c(C(C)=O)cc1C#N,.,20
Cc1cccc(C(=O)Nc2ccc(C(=O)/C=C/c3cccs3)cc2)c1,.,-8
Clc1ccc(OCCCn2cncn2)cc1Cl,-14,.
CC1CCN(S(=O)(=O)c2ccc(C(=O)NCc3ccc4c(c3)OCO4)cc2)CC1,.,-10
Cc1cc2c(c(=O)n1CC1CCCO1)C(c1ccc3c(c1)OCO3)C(C#N)=C(N)O2 (stereo unspecified),-3,.

# An excerpt from above in order of SMILES length, ascending:
SMILES,HIV RNase H inh,RmlC RmlD mix
CCSc1nc(C)c(C(C)=O)cc1C#N,.,20
CCn1c(N2CCN(C(=S)NC)CC2)nc2ccccc21,.,-13
Cc1ccc2oc(=O)c3cnn(CC(=O)NCCN4CCOCC4)c3c2c1,-9,-11
O=S(=O)(c1ccc(-c2csc(-c3cccnc3)n2)cc1)N1CCCCC1,-2,-10
Cc1ccc(-c2csc(C3C(N)=NC(S)=C(C#N)C34CCCCC4)n2)cc1 (stereo unspecified),.,4
O=C(Oc1cccc(NC(=O)c2ccco2)c1)c1ccc(Br)c(S(=O)(=O)N2CCCCC2)c1,.,0
COc1ccc(-n2nc3c(c2NC(=O)c2c(-c4ccccc4Cl)noc2C)CS(=O)(=O)C3)cc1,-2,.

# An excerpt; rates above refer to the full screens.
